Screens deposited in PubChem by National Center for Advancing Translational Sciences (NCATS).
TRHR ag = activates the human TRH receptor. P34981. TRHR cells, calcium flux fluo-8, FDSS agonist mode. activation, % at 2 µM. 360,000 compounds, 0.18% hits. AID 493084; in the data active = activation above about 30%; note: 0% is about no effect
Target sequence (P34981 whole entry, looked up): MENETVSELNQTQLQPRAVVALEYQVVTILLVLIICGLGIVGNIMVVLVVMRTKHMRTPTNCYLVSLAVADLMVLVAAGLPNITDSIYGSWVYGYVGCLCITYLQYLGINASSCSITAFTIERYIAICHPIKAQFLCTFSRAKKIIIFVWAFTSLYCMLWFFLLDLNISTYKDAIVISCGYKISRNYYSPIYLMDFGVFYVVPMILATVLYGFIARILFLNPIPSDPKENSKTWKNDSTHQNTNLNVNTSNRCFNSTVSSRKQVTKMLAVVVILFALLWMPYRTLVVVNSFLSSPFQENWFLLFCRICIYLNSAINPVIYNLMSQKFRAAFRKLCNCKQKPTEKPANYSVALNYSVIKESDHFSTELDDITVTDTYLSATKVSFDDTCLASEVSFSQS
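Agonist-mode FDSS calcium read (Ex 480/Em 530, 1 s cycles) in 1536-well TRHR cells with fluo-8 dye, after 10-cycle baseline and 23 nL compound addition; TRH at EC20 (10 nM final) added afterwards for the enhancer phase.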
TrxR1 inh = blocks rat thioredoxin reductase 1; recombinant rTrxR1, NADPH fluorescence consumption, selenite substrate; AID 588453; O89049; 390,000 compounds, 1% hits; Potency, µM (titrated, usually from 114 µM), inactives show at the top dose activity change, negative = inhibition, usual class: inhibitors; note: potency is the fitted concentration of half-maximal effect; % is set by controls: 0 for no effect and ±100 for the full control effect; nearly all actives have a fitted effect of over 65% in size
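Rat TrxR1 (90 nM in the dispensed reagent) was pre-reduced with 400 uM NADPH for 5 min at room temperature, then incubated with compound for 15 min. After 400 uM selenite was added, NADPH fluorescence (Ex 340/Em 450 nm) was followed for 8 min.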
PI4K2A block = inhibitors of human PI4K2A; Q9BTU6; purified PI4K2A, ADP-Glo luminescence, 1 h; active compounds read low; activity change, negative = inhibition, % at 76.9 µM; 420,000 compounds, 0.13% hits; AID 1346378; in the data active = activity change below about -50%; inconclusive = mostly about -30% to -49%;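 note: -100% = wells without enzyme as full effect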
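ADP-Glo luminescence measured ADP generated by PI4K2A enzyme (4 ug/mL before mixing) with 1.2 mM PI substrate (pre-mix) and 300 microM ATP (pre-mix). Tris pH7.5 buffer with MgCl2, Triton X-100; 1 h reaction at ambient temperature.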
TrxR1 substrate = rat thioredoxin reductase 1 substrate activity; O89049; AID 588456; 390,000 compounds, 0.01% hits; purified TrxR1 substrate turnover, NADPH consumption readout; Potency, µM (series often up to 114 µM), inactives show at the highest dose activity change, negative = substrate turnover; note: potency is the fitted concentration of half-maximal effect; % is set by controls: 0 for no effect and ±100 for the full control effect; nearly all actives have a fitted effect of over 50% in size
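Rat TrxR1, dispensed at 90 nM, was prereduced with 400 uM NADPH (final) for 5 min at ~22 deg C, then incubated with compound 15 min before 400 uM selenite. A first-read NADPH fluorescence drop versus no-compound background flagged substrates.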
USP1-UAF1 inh = inhibitors of human USP1/UAF1 deubiquitinase. recombinant USP1/UAF1, Ub-Rhodamine cleavage fluorescence. Potency, µM (highest dose often 57.1 µM), for the others: at the highest dose activity change, negative = inhibition, usual class: inhibitors. 390,000 compounds, 0.23% hits; note: potency is the fitted concentration of half-maximal effect; % is set by controls: 0 for no effect and ±100 for the full control effect; nearly all actives have a fitted effect of over 60% in size; inactives centre near -12
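Step one: compound is pinned into 1nM USP1/UAF1 in HEPES pH 7.8 buffer with TCEP. Step two: 15 min room-temperature incubation. Step three: Ub-Rho (150nM final) starts cleavage, tracked by fluorescence over six one-minute reads.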
D2 agonist = D2 dopamine receptor (human) agonism; P14416; HEK293 T-REx D2 cells, calcium flux agonist mode; activation, % at 2 µM; 340,000 compounds, 0.53% hits; AID 485358;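 active = activation over 3 SD above normal in the single-dose calcium agonist read, cut at about 30% in these data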; note: 0% is about no effect
Target sequence (P14416 whole entry, looked up): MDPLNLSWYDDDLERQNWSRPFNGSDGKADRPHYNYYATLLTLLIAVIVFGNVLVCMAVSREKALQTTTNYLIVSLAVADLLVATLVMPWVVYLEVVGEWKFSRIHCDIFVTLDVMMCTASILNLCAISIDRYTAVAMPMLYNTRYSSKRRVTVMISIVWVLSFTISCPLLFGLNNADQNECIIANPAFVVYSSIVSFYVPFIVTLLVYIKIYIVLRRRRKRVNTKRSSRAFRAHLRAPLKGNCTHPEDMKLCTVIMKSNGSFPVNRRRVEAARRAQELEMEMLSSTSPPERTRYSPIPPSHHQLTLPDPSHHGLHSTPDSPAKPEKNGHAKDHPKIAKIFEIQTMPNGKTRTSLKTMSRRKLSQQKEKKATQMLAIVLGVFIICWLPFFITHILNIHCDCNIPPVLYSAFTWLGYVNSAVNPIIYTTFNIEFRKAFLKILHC
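Tetracycline-induced HEK293 Trex cells with D2 receptor force-coupled to calcium signaling, plated overnight at 30 C and loaded with no-wash calcium dye. Calcium flux read kinetically for 180 s after compound addition; responses flag agonists.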
D2 antag = D2 dopamine receptor (human) antagonism; P14416; HEK293 TREx D2 cells, calcium flux, dopamine EC80; inhibition, % at 10 µM; 340,000 compounds, 2% hits; in the data active = inhibition above about 30%; note: 0% is about no effect
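Compounds are added to dye-loaded, induced HEK293 T-REx cells coupled to calcium release via D2; after a 3 min kinetic read an EC80 dopamine stimulus is given and fluorescence is recorded for 3 more min.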
TRHR PAM = TRH receptor (human) allosteric enhancement | P34981 | TRHR cells, fluo-8 calcium fluorescence, EC20 TRH enhancement | enhancement, % at 2 µM | 360,000 compounds, 0.66% hits; in the data active = enhancement above about 30%; note: 0% is about no effect
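Enhancer read-out: after compound pinning and an initial kinetic agonist-mode read, an EC20 of TRH (10 nM final) was injected and fluo-8 calcium signal (Ex 480/Em 530) followed at 1 s/cycle for 100 cycles in TRHR-expressing cells.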
IDH1 R132H inh = inhibitors of human mutant IDH1 R132H; AID 602179; O75874; Potency, µM (titrated, usually from 76.6 µM), inactives show top-dose activity change, negative = inhibition, usual class: inhibitors; IDH1-R132H enzyme, NADPH consumption, diaphorase/resazurin fluorescence; 390,000 compounds, 0.093% hits; note: potency is the fitted concentration of half-maximal effect; % is set by controls: 0 for no effect and ±100 for the full control effect; nearly all actives have a fitted effect of over 65% in size
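IDH1-R132H (0.5 ug/mL) preincubated 30 min with compound, then NADPH (0.016 mM) and alpha-KG (2 mM) added; 80 min at RT, pH 7.5. Remaining NADPH coupled via diaphorase/resazurin to fluorescence (540/590 nm); concentration-response curves normalized to no-enzyme control.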
* = called active by the depositor; ? = inconclusive; . = not tested or not shown; [ ] = another dose, or the depositor's remark. Unless noted, calls come from the whole dose curve; as a rule, active = well fitted inhibition curve with a large enough effect; inconclusive = small, poorly fitted or top-dose-only effect; inactive = no such curve, though single readings can be large or run the other way.

SMILES | TRHR ag | TrxR1 inh | PI4K2A block | TrxR1 substrate | USP1-UAF1 inh | D2 agonist | D2 antag | TRHR PAM | IDH1 R132H inh
COC(=O)c1ccc(-n2c(C)cc(C(=O)CSc3cccc[n+]3[O-])c2C)cc1 | -0.7 | 21% | 3 | 2% | -25% | 0.2 | -8 | 0 | -3%
OCC[C@H]1C[C@@H](O)[C@H](O)[C@]2(OCCc3ccccc32)O1 | 0.6 | 9%[57.1 µM] | 0 | 6%[57.1 µM] | 9% | 1.0 | 9 | -3 | -14%
Cc1c(Br)c([N+](=O)[O-])nn1CC(=O)Nc1ccc(C(C)C)cc1 | 0.8 | 9%[57.1 µM] | -1 | -8%[57.1 µM] | -10% | -0.3 | -3 | 7 | 3%
CCc1nnc(NC(=O)c2ccc(N3C(=O)CCC3=O)cc2)s1 | -0.3 | 11%[57.1 µM] | -3 | 1%[57.1 µM] | -7% | 0.3 | -7 | -8 | -6%
Cc1ccc(CNCc2c(C(=O)O)n(Cc3ccc(C)cc3)c3cc(C)ccc23)cc1 | -0.2 | 9% | 1 | 1% | -32% | 0.0 | . | 1 | -4%
COc1ccc(NS(=O)(=O)c2cn(C)cn2)cc1Cl | 0.7 | 6% | -1 | 6% | -9% | 0.4 | 7 | -1 | 10%
O=c1c2ccc([N+](=O)[O-])cc2ncn1Cc1ccccc1C(F)(F)F | -1.2 | 24%[57.1 µM] | 2 | -5%[57.1 µM] | -6% | 0.3 | 14 | -3 | 5%
O=C(NCc1ccccc1)c1nnc(Cc2cccc(F)c2)o1 | -0.2 | 17% | -1 | 5% | -20% | 0.7 | . | -4 | 2%
CCCCC(CC)CNC(=O)C(Cc1ccccc1)NS(=O)(=O)c1ccc2c(c1)CCC(=O)N2 (configuration not stated) | 0.1 | -9% | 2 | -12% | -12% | 0.5 | -1 | -12 | -8%
CCN(CC)S(=O)(=O)c1ccc2c(c1)c(=O)c(C(=O)NCc1ccccc1OC)cn2C | -0.6 | 4% | 6 | -4% | -20% | -0.6 | . | 15 | 7%
O=C(NC1CCN(Cc2ccccc2)CC1)c1cn(-c2ccccc2)nc1-c1cccnc1 | 0.8 | -8% | 3 | -7% | -1% | -0.3 | 75* | 6 | -4%
CCOC(=O)CSc1nc2cc(OC)ccc2cc1C#N | -0.5 | 10% | 3 | 11% | -14% | -0.5 | 16 | -5 | 5%
COCCn1ccc2c(OCC(=O)Nc3ccccc3F)cccc2c1=O | -0.1 | 11%[57.1 µM] | 1 | 2%[57.1 µM] | -25% | 0.2 | . | -2 | 1%
CCCOc1ccccc1N1C(=O)CC(N2CCOCC2)C1=O (configuration not stated) | 0.5 | 0% | 1 | -4% | -17% | 0.1 | -13 | -7 | 0%
O=C(CNC(=O)c1ccc(F)cc1)NCc1ccc(S(=O)(=O)N2CCOCC2)cc1 | 0.2 | 5% | 1 | -5% | -9% | -0.9 | -5 | -5 | 12%
COc1cccc(C(=O)N2c3cc(C)ccc3OCC2C(C)(C)C)c1 (configuration not stated) | -2.8 | 15% | 8 | -1% | ? | -1.3 | 5 | 13 | -2%
Clc1ccc(Cl)c(OCCCCNCc2ccccc2)c1 | 2.3 | -30% | -4 | -13% | 4% | 1.9 | 18 | 3 | -4%
Cc1ccc2nsnc2c1NC(=S)NC(=O)c1ccco1 | -0.8 | ? | -18 | 0%[57.1 µM] | 0% | -1.0 | 4 | 20 | 4%
COc1cccc(/C=N/n2c(N)c(S(=O)(=O)c3cccs3)c3nc4ccccc4nc32)c1 | 0.3 | 0% | 1 | 19% | -3% | 0.1 | -3 | 0 | -4%
CCOC(=O)CC1C(=O)NCCN1C(=O)c1ccc(C)cc1 (configuration not stated) | -0.3 | 16%[57.1 µM] | -3 | 3%[57.1 µM] | -10% | 0.0 | 8 | 3 | -4%
CC(=O)N/N=C(\C)c1cccc(C(F)(F)F)c1 | -0.3 | 4%[57.1 µM] | 1 | -18%[57.1 µM] | ? | -0.3 | 0 | 0 | 9%
O=C(CSc1ccc(F)cc1)Nc1ccc(N2CCOCC2)cc1 | 0.2 | 11% | -5 | -7% | -5% | 0.1 | -1 | -1 | 5%
Cc1ccc(S(=O)(=O)N(C)CC(O)Cn2c3ccccc3c3ccccc32)cc1 (configuration not stated) | 0.2 | -4% | 1 | -6% | -29% | 0.7 | 1 | -1 | 2%
COC(=O)c1ccc(Cc2ccc(C(=O)OC)o2)o1 | 0.5 | 7% | -3 | -1% | -18% | -0.7 | -33 | 0 | -1%
CCOC(=O)N1CCN(C(=O)CS(=O)Cc2nc(-c3ccc(OC)c(OC)c3)oc2C)CC1 (configuration not stated) | 0.0 | -10% | -1 | 2% | -2% | 0.0 | 17 | 11 | 4%

2 entries from above, as a markdown table:
| Compound | TRHR ag | TrxR1 inh | PI4K2A block | TrxR1 substrate | USP1-UAF1 inh | D2 agonist | D2 antag | TRHR PAM | IDH1 R132H inh |
| --- | --- | --- | --- | --- | --- | --- | --- | --- | --- |
| CCN(CC)S(=O)(=O)c1ccc2c(c1)c(=O)c(C(=O)NCc1ccccc1OC)cn2C | -0.6 | 4% | 6 | -4% | -20% | -0.6 | . | 15 | 7% |
| CC(=O)N/N=C(\C)c1cccc(C(F)(F)F)c1 | -0.3 | 4%[57.1 µM] | 1 | -18%[57.1 µM] | ? | -0.3 | 0 | 0 | 9% |

Next section
SMILES | TRHR ag | TrxR1 inh | PI4K2A block | TrxR1 substrate | USP1-UAF1 inh | D2 agonist | D2 antag | TRHR PAM | IDH1 R132H inh
Cc1ccc(C)n1NC(=O)c1ccc(Cl)cc1 | 0.0 | -3% | -4 | 3% | -10% | -0.2 | -3 | 3 | 0%
O=S(=O)(c1ccc(NC(=S)N/N=C/c2cccc(Oc3ccccc3)c2)cc1)N1CCOCC1 | 1.5 | -16%[57.1 µM] | 3 | 1%[57.1 µM] | -7% | 0.3 | -2 | 3 | ?
COc1cccc(C2CC(c3ccccc3)=NN2S(=O)(=O)c2ccccc2)c1OC (configuration not stated) | 3.3 | 29%[57.1 µM] | 2 | 5%[57.1 µM] | -8% | -2.0 | 11 | 9 | 2%
COc1ccc(N2CCN(C(=O)c3ccc(NS(=O)(=O)c4ccc(F)c(F)c4)cc3)CC2)cc1 | -1.2 | 3% | 0 | -6% | 3% | 0.0 | 11 | -3 | -3%
COC(=O)Cc1ccc(NC(=S)N2CCN(c3cc(Cl)ccc3C)CC2)cc1 | 0.1 | 19%[57.1 µM] | -1 | -1%[57.1 µM] | -5% | 0.2 | -27 | -2 | 0%
COc1ccc(NC2=NCC(=O)N2Cc2cccs2)cc1 | -0.5 | 6% | -6 | 0% | -11% | 0.3 | -3 | -3 | 6%
Cc1ccc(C(=O)NCCNc2ccc([N+](=O)[O-])cc2C(F)(F)F)cc1 | -1.1 | 24%[57.1 µM] | 0 | -8% | -23% | -0.9 | -10 | 0 | 1%
CCOc1ccc(Nc2oc(Cc3ccccc3)nc2C#N)cc1 | -1.4 | -27% | 6 | -3% | -20% | -0.4 | 0 | 1 | 7%
O=C(/C=C\c1ccc2c(c1)OCO2)NC1CC(=O)N(c2ccc(F)cc2)C1 (configuration not stated) | -0.3 | 17%[57.1 µM] | -2 | 10%[57.1 µM] | 1% | 1.8 | . | -3 | -1%
COc1ccc(C(=O)COC(=O)Cn2cnc3ccccc3c2=O)c(OC)c1 | 0.1 | -5% | 3 | -12% | -13% | -2.1 | 12 | 3 | 2%
Cc1cc(NC(=O)CSc2nc(=O)n(CCCN(C)C)c3c2CCCC3)no1 | 0.1 | -4% | 3 | -4% | -7% | 0.3 | 3 | -4 | 0%
CCc1nn(CC(=O)NCCOC)c(=O)c2cc3cc(F)ccc3n12 | -0.1 | 13% | 1 | 21% | -23% | -0.1 | . | -7 | 1%
O=C(CN1C(=O)CNC1=O)Nc1cc(Cl)cc(Cl)c1 | . | 38%[57.1 µM] | 8 | 15%[57.1 µM] | 2% | . | . | . | 0%
O=C(CN1CCN(Cc2ccccc2)C1=O)NCc1cccs1 | 0.1 | 9% | -4 | -1% | -2% | -0.6 | -6 | 5 | -4%
COc1ccc(/C=C(\NC(=O)c2cccs2)C(=O)NN)cc1OC | -0.5 | 10%[57.1 µM] | 6 | -11%[57.1 µM] | -19% | -2.7 | -26 | 7 | 0%
COc1cccc(-c2nc(Cn3c(=O)cc(C)c4c(C)nn(-c5ccccc5)c43)c(C)o2)c1OC | 0.5 | 12%[57.1 µM] | 1 | 3%[57.1 µM] | -9% | . | . | -6 | -6%
O=C(Cn1c2ccccc2c2nc3n(c(=O)c21)CCS3)Nc1ccccc1 | -0.2 | -8% | 1 | -1% | -20% | 0.3 | -6 | -6 | -1%
COc1ccc(-c2nnc3n2N=C(C)CS3)cc1OC | 0.2 | 4% | 0 | -1% | -14% | 0.4 | 2 | 8 | -1%
Cc1ccccc1N1C(=O)CC(N2CCC(C(N)=O)CC2)C1=O (configuration not stated) | 0.0 | -25% | -1 | 12% | ? | -2.3 | -9 | -2 | 6%
CCN(CC)C(=O)Cn1c(=O)n(-c2ccc(Cl)cc2)c(=O)c2c3c(sc21)CCC3 | -1.9 | 27% | 0 | -1% | -12% | -0.3 | . | 1 | -3%
O=C1NC(=O)/C(=C\c2ccccc2OCc2ccc([N+](=O)[O-])cc2)N1 | 0.0 | 4% | -1 | -4% | -22% | 0.0 | -9 | 2 | 0%
CC(C)N1CN(c2ccccc2)C(=S)N(c2ccccc2)C1 | -0.1 | 32%[57.1 µM] | 0 | -15%[57.1 µM] | -2% | 0.2 | -5 | -1 | 9%
CC1CCCN(C(=O)c2cc3c(=O)n4ccccc4nc3s2)C1 (configuration not stated) | 0.3 | -13% | -10 | 151%[activator] | -6% | 1.3 | -5 | 16 | -2%
COc1ccc(C(=O)COC(=O)COc2ccc(C)c(C)c2)cc1 | 0.3 | -3% | -4 | -14% | -7% | 2.7 | -7 | 7 | 4%
O=S(=O)(c1ccc2nc(Nc3ccc(F)cc3)ccc2c1)N1CCCC1 | -0.1 | 10%[57.1 µM] | -3 | 10%[57.1 µM] | -15% | -0.3 | . | -1 | 18%
